High-throughput results deposited in PubChem BioAssay by The Scripps Research Institute Molecular Screening Center.
CHO-K1 Ca antag – M1 antagonist counterscreen hit in parental CHO-K1 cells; 0.6% of 360,000 active; ATP-induced calcium, Fluo-8 fluorescence; inhibition, % at 3 µM; AID 602250;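 active = inhibition above a per-plate cutoff, the plate's mean sample inhibition plus 3 SD, cut at about 24% in these data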;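 also: 0% = DMSO plus EC80 ATP and 100% = DMSO alone without ATP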
V1R ag counter – V1a receptor agonism, counter-screen for OXTR agonists. P37288. CHO-V1R cells, Fluo-8 calcium fluorescence, agonist mode; 0% DMSO, 100% 3 nM vasopressin. 0.25% of 320,000 active. activation, % at 3 µM. AID 2797;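 active = activation above the mean activation of all tested compounds plus 3 SD, per screening run, cut at about 20% in these data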;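 also: signal is peak over basal fluorescence ratio across a 100 second FLIPR read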
GPR7 antag – blocks human GPR7 receptor signaling; P48145; GPR7-expressing cells, fluorescence antagonist assay; inhibition, % at 4.4 µM; 1.1% of 290,000 active; AID 1861; in the data active = inhibition above about 16%, passing the limit was not always enough;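 also: cells stimulated with the agonist NPW; 0% = agonist with vehicle and 100% = vehicle without agonist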
Target sequence (P48145 whole entry, looked up): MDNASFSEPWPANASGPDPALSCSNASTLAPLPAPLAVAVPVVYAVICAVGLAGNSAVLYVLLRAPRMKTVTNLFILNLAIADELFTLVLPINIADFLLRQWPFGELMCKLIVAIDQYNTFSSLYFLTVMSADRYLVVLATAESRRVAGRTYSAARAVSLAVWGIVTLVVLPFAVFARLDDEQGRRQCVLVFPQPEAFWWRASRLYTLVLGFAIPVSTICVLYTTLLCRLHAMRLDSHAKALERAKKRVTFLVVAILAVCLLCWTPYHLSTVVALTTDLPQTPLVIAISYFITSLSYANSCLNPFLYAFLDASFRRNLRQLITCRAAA
CHO-K1 Ca ag – counter-screen for M1 agonists: effect in parental CHO-K1 cells; activation, % at 3 µM; 0.48% of 360,000 active; Fluo-8 calcium fluorescence; scaled to maximal ATP response, vehicle zero; in the data active = activation above about 15%;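 also: untransfected CHO-K1 host cells lacking M1 receptor as counterscreen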
M1 PAM parental – counter-screen for M1 PAMs: effect in parental CHO-K1 cells. ATP EC20, Fluo-8 calcium fluorescence; 0% at ATP EC20, 100% at ATP max. activation, % at 3 µM. 0.02% of 360,000 active. AID 602247;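 active = activation above the run cutoff, the mean activation of all test compounds plus 3 SD, cut at about 40% in these data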;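 also: peak over basal fluorescence ratio in a 140 s read after ATP addition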
CHO parental Ca – signal in parental CHO cells, OX1R antagonist counter-screen; parental CHO-K1, ATP-induced calcium, Fluo-8 fluorescence; inhibition, % at 5.6 µM; 0.63% of 330,000 active; AID 463079;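 active = inhibition above that plate's mean sample inhibition plus 3 SD, cut at about 26% in these data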;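 also: 0% = ATP-challenged DMSO wells and 100% = DMSO wells without ATP; some compounds past the cut are filed as inactive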
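test system = CHO parental line | reagent = ATP stimulus | measured by = intracellular calcium via Fluo-8 no-wash fluorescent dye | control set = ATP and no-ATP DMSO wells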
TAAR1 antagonist – human TAAR1 antagonism; inhibition, % at 3 µM; Q96RJ0; CHO RD-HGA16 TAAR1, Fluo-8 calcium fluorescence, antagonist; 1.5% of 360,000 active;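 active = inhibition above a per-plate cutoff, the mean inhibition of test compounds on that plate plus 3 SD, cut at about 49% in these data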;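 also: 0% = DMSO plus EC80 beta-PEA response and 100% = DMSO alone without agonist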
Target sequence (Q96RJ0 whole entry, looked up): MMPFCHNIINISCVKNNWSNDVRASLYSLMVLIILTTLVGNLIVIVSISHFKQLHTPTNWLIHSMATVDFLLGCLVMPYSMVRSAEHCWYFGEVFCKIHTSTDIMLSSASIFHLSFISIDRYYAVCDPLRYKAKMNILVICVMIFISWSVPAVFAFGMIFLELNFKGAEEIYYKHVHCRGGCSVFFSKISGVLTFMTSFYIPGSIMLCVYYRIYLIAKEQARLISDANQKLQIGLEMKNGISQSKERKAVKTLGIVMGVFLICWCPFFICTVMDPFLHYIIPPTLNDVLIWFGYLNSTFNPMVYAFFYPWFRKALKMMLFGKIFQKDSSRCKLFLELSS
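Assay system: RD-HGA16 CHO cells with stable hTAAR1 and Gα16 / Reagent: EC80 β-phenethylamine stimulus / Doses: 3 µM, single point / Timing: dye loading 75 min at 37 °C, then 30 min room temperature / Measured by: Fluo-8 intracellular calcium dye fluorescence, real-time kinetic reads / Controls: vehicle wells and EC80 agonist wells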
OXTR agonist – agonists of human oxytocin receptor; AID 2435; activation, % at 3 µM; CHO-OTR cells, Fluo-8 calcium fluorescence; normalized: DMSO 0%, oxytocin 100%; 0.32% of 320,000 active;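 active = activation above the mean of all tested compounds plus 3 SD, cutoff set per screening run, cut at about 20% in these data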;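 also: peak over basal fluorescence ratio from a 100 s FLIPR kinetic read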
Target sequence (P30559 whole entry, looked up): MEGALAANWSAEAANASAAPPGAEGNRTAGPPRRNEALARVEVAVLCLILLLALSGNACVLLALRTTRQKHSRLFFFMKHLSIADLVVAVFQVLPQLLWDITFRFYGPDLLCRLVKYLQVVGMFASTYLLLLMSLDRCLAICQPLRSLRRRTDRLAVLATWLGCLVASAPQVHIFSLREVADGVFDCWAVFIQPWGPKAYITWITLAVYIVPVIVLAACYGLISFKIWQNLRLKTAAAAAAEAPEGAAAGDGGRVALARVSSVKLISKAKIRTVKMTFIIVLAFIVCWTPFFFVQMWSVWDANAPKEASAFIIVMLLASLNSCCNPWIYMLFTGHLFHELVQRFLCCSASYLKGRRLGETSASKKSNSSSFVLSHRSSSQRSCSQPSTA
OXTR potentiate – potentiators of human oxytocin receptor | CHO-OTR cells, Fluo-8 calcium fluorescence, potentiator mode; 0% = oxytocin EC15, 100% = EC100 | activation, % at 3 µM | 0.061% of 320,000 active;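 active = activation above that plate's cutoff, the mean activation of tested compounds plus 3 SD, cut at about 6.6% in these data, passing the limit was not always enough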;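 also: 100% uses oxytocin at 75 nM as the full agonist control; some results filed as inactive read as strong as hits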
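test system = CHO-OTR cells, human receptor | compound = single-point 3.0 µM | schedule = 6 min compound pre-incubation at room temperature, 100 s kinetic read | signal = Fluo-8 no-wash calcium dye fluorescence, excitation 470-495 nm, emission 515-575 nm | repeats = single well per compound, singlicate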
* = called active by the depositor; . = not tested or not shown. Rows are unselected; overall some 3.5% were active at least once.

SMILES	CHO-K1 Ca antag	V1R ag counter	GPR7 antag	CHO-K1 Ca ag	M1 PAM parental	CHO parental Ca	TAAR1 antagonist	OXTR agonist	OXTR potentiate
O=[N+]([O-])c1cccnc1Oc1ccc(OCc2ccccc2)cc1	-8.1	0.7	0.6	2.0	15.0	-10.6	15.6	-1.0	-3.9
N#Cc1cccc(C#N)c1Oc1ccc(S(=O)(=O)Nc2ccccc2)cc1	3.0	7.7	20.9	5.9	-1.0	3.1	25.3	8.7	-16.9
O=C(c1ccc(-c2ccc(Cl)cc2)o1)N1CCN(c2ccc([N+](=O)[O-])cc2Cl)CC1	-4.7	3.9	-4.3	7.0	13.8	37.2*	-6.5	4.2	-11.0
O=C(c1ccc(Cl)s1)N(Cc1nnc(-c2ccccc2Cl)o1)C1CC1	-0.4	-1.2	.	0.2	6.4	-29.7	2.5	-2.3	-3.0
COc1ccc(C(=O)NC(C)c2ccncc2)cc1S(=O)(=O)N(C)Cc1ccccc1 (stereo unspecified)	-5.7	2.3	.	1.4	15.0	2.6	3.8	1.0	-2.9
COc1cc(/C=N/NC(=O)CN(CCc2ccccc2)S(=O)(=O)c2ccc(NC(C)=O)cc2)cc(OC)c1OC	-8.2	3.6	-12.6	0.3	10.2	-26.0	14.3	-0.2	-3.4
CC[C@]12c3[nH]c4cc(CCC(=O)N(C)C)ccc4c3CCN1C(=O)[C@@H](CC(=O)NC/C=C(\C)CCC=C(C)C)C[C@@H]2C(=O)N1CCN(C(=O)C2CC2)CC1	-21.3	.	.	0.2	3.3	-21.2	-10.8	.	.
Cc1c(NC(=O)c2cccc(NC(=O)Cc3ccccc3F)c2)c(=O)n(-c2ccccc2)n1C	1.1	0.0	.	-0.1	-17.2	-18.2	2.5	0.5	0.6
Cc1cccc(C)c1NC(=O)Cn1c(=O)n(CCCC(=O)NCc2ccco2)c(=O)c2sccc21	-3.4	-0.6	0.2	2.1	17.2	-7.2	-5.7	-1.4	-0.4
O=C(Nc1cccc2ncccc12)c1cc([N+](=O)[O-])ccc1Cl	-3.7	0.8	-24.2	0.9	4.7	-14.6	-3.5	0.5	-12.3
Cc1noc(C)c1CSc1nc2ccccc2c(=O)n1-c1ccc(F)cc1F	-10.0	-0.4	5.1	-0.1	10.4	-29.1	13.4	-0.8	-10.7
Cc1ccc(S(=O)(=O)N2[C@@H](c3ccccc3)C(C(=O)O)=CC[C@H]2c2cccc(C)c2)cc1	-11.1	1.1	.	0.1	5.2	-17.6	13.8	-1.3	-7.6
Cc1cccc(C)c1NC(=O)C(c1ccccc1)N1CCC(Cc2ccccc2)CC1 (stereo unspecified)	-9.8	.	.	-0.1	8.3	.	6.5	.	.
COCCCN1C(=O)C(CC(=O)NCc2ccco2)CC(C(=O)N(C(C)C)C(C)C)=C1C (stereo unspecified)	13.2	.	.	2.8	7.9	.	-12.2	.	.
Cc1ccccc1C(=O)Nc1ccc(S(=O)(=O)N2CC(C)OC(C)C2)cc1 (stereo unspecified)	-7.2	5.9	-4.9	5.9	12.9	-3.3	1.7	2.1	-5.0
COc1ccccc1CNC(=O)CC12CC3CC(CC(Br)(C3)C1)C2	4.3	-0.6	7.5	-0.3	12.4	-10.6	-1.5	-0.3	-3.2
CCN(CC)C(=O)c1sc(NC(=O)c2ccco2)c(C#N)c1C	-15.5	1.1	-9.2	0.6	2.2	-6.8	-14.1	0.7	-7.0
O=C(NN1C(=O)/C(=C/c2ccc(O)c(O)c2)SC1=S)c1ccccc1	11.2	18.3	13.7	11.9	-5.7	26.1	13.7	12.9	-7.5
O=C1OCCC1Sc1nnnn1-c1ccc(Cl)cc1 (stereo unspecified)	0.3	0.7	-11.0	0.4	-3.4	-7.5	-37.9	-0.2	-6.4
CC1CCCCN1C(=O)COC(=O)C1CCN(S(=O)(=O)c2ccc3c(c2)OCCO3)CC1 (stereo unspecified)	2.6	-0.1	.	0.6	6.2	-9.8	-15.1	-1.0	3.5
CC(=O)Nc1ccccc1C	-8.5	0.3	.	-0.1	5.0	-7.5	4.9	0.1	-0.5
CCOc1ncccc1C(=O)Oc1ccc2c(c1)OCO2	-10.3	-0.3	-7.9	1.0	13.9	-2.7	-6.4	-1.5	-3.3
C[C@H](CO)N1C[C@H](C)[C@@H](CN(C)Cc2ccc3c(c2)OCO3)Oc2ccc(NS(C)(=O)=O)cc2C1=O	-3.4	0.3	.	0.0	-7.0	-6.2	0.2	0.8	-0.1
NC(=O)NC(=O)COC(=O)c1ccc(OC(F)(F)F)cc1	4.0	-0.2	7.1	-0.7	15.7	1.2	0.1	0.9	-3.7
CCCCn1c(N)c(N(CCOC)C(=O)c2cccc(S(=O)(=O)N3CCCCC3)c2)c(=O)[nH]c1=O	-0.8	-0.3	.	0.5	-2.8	-8.1	-48.7	-1.1	-7.4
O=C(Nc1ccc(Cc2ccncc2)cc1)c1cccs1	-4.3	4.7	-11.5	3.1	12.2	-9.2	-14.4	2.1	-6.2
COCCNC(=O)CN1N=C(c2ccc(OC)cc2)CCC1=O	-10.7	0.3	0.7	0.3	7.2	-5.8	-1.4	0.2	-9.2
COc1ccc(C(=O)N/N=C\c2coc3ccccc3c2=O)cc1	-7.2	-0.2	-10.6	-0.4	-7.4	-5.3	-11.0	-1.3	-5.4
O=C(NN1CCOCC1)c1ccc(Br)s1	-6.1	0.3	-5.0	1.3	9.3	13.9	-11.3	-0.1	-3.9
Cn1c(=O)[nH]c(=O)c2[nH]c(N(Cc3ccccc3)Cc3ccccc3)nc21	-9.7	-0.9	6.3	0.1	4.7	26.4	6.8	-1.8	-2.6
COc1ccc(CNC(=O)C2CCN(S(=O)(=O)c3ccc4c(c3)C(C)(C)C(=O)N4C)CC2)cc1	7.3	1.6	-8.3	0.1	9.6	-3.1	-25.2	0.3	-4.2
COc1ccccc1NC(=O)CN(C)S(=O)(=O)c1cccc2cccnc12	-7.5	0.6	4.1	4.3	-4.1	-0.9	-14.2	0.7	-5.1
CCCCCCNC(=O)c1cc(S(=O)(=O)N2CCc3ccccc32)ccc1F	4.3	-1.4	2.1	0.3	-16.0	-19.4	-10.3	-0.8	-0.2
Cc1ccc(NC(=O)CSc2nnc(-c3cc(C)[nH]n3)n2N)c(C)c1	-24.4	-0.3	-6.5	0.6	20.7	-8.5	-5.2	0.3	-1.2
CC(Oc1ccc2c(-c3ccccc3)cc(=O)oc2c1)C(=O)NCC(O)c1ccccc1 (stereo unspecified)	0.1	2.0	-6.0	1.6	3.4	-18.5	11.0	2.3	-5.4
Cc1sc2nc(SCCO)n(-c3ccccc3)c(=O)c2c1C	-6.5	-0.9	-9.5	0.2	-8.2	-6.1	-8.8	-2.2	-7.2
CC(C)C(NC(=O)c1ccccc1F)C(=O)NCc1ccccc1 (stereo unspecified)	13.4	0.1	-10.8	-0.2	-21.5	-24.8	10.2	0.1	-2.0
COc1ccc(CC(=O)Oc2cc(C)ccc2C)cc1	-2.4	-1.0	18.3	1.8	-4.6	-8.1	4.1	-1.6	-11.9
CN1OC[C@@H]2CN(S(=O)(=O)c3cccc4ccccc34)[C@H](c3ccc(N4CCCCC4)cc3)C[C@@H]21	14.4	.	.	-0.6	-0.1	.	-26.2	.	.
O=C(Nc1ccc(Oc2ccccc2)cc1)c1csc([C@@H]2O[C@H](CO)[C@H](O)[C@H](O)[C@H]2O)n1	-5.5	.	.	0.5	14.6	.	-23.7	.	.
Cc1ccc(NC(=S)N(CCN(C)C)Cc2cccs2)cc1C	-12.0	3.0	-1.7	1.0	-13.2	-11.0	-5.8	1.6	-14.0
O=C(CCN1C(=O)C2CCCCC2C1=O)Nc1cc([N+](=O)[O-])ccc1Cl (stereo unspecified)	-7.3	0.7	.	0.8	-1.2	-6.9	-9.8	1.7	-4.7
CCOC(=O)Cn1c(C(C)=O)nc2ccccc21	-22.6	-0.1	-6.4	0.2	11.1	-12.9	-33.6	0.0	-5.2
CCN(CCCNC(=O)c1c(C)cc(=O)oc1C)c1cccc(C)c1	-10.4	-0.5	-9.5	2.7	15.8	-19.5	20.9	-1.4	-0.6
CCOc1ccccc1CNC(=O)CCc1cn(C)c2ccccc12	-8.6	-0.7	1.0	0.5	-1.4	-17.0	-1.8	-0.8	-6.6
CCCn1nnc(NC(=S)NC(=O)C(C)(C)C)n1	-1.0	0.9	-3.2	2.0	27.1	0.0	-4.1	1.4	0.7
CCOC(=O)C(C(=O)OCC)C1CCS(=O)(=O)C1 (stereo unspecified)	-5.2	1.2	-3.0	-0.3	7.7	-5.2	19.6	0.3	-11.5
CCC(C)Sc1ccc([C@@H]2[C@H]3C(=O)N(C)C(=O)[C@H]3[C@]3(C(=O)OC)CCCN23)cc1 (stereo partly specified)	-9.0	1.0	.	-0.3	12.2	-17.9	15.4	0.9	-0.7

The final 5 compounds of the section before open the next one.
SMILES	CHO-K1 Ca antag	V1R ag counter	GPR7 antag	CHO-K1 Ca ag	M1 PAM parental	CHO parental Ca	TAAR1 antagonist	OXTR agonist	OXTR potentiate
CCN(CCCNC(=O)c1c(C)cc(=O)oc1C)c1cccc(C)c1	-10.4	-0.5	-9.5	2.7	15.8	-19.5	20.9	-1.4	-0.6
CCOc1ccccc1CNC(=O)CCc1cn(C)c2ccccc12	-8.6	-0.7	1.0	0.5	-1.4	-17.0	-1.8	-0.8	-6.6
CCCn1nnc(NC(=S)NC(=O)C(C)(C)C)n1	-1.0	0.9	-3.2	2.0	27.1	0.0	-4.1	1.4	0.7
CCOC(=O)C(C(=O)OCC)C1CCS(=O)(=O)C1 (stereo unspecified)	-5.2	1.2	-3.0	-0.3	7.7	-5.2	19.6	0.3	-11.5
CCC(C)Sc1ccc([C@@H]2[C@H]3C(=O)N(C)C(=O)[C@H]3[C@]3(C(=O)OC)CCCN23)cc1 (stereo partly specified)	-9.0	1.0	.	-0.3	12.2	-17.9	15.4	0.9	-0.7
Cc1ccc(NC(=O)COC(=O)c2cc(=O)c3cc(F)ccc3o2)cc1	-1.8	.	.	0.1	0.8	.	-12.3	.	.
Cc1ccc(NC(=S)N(Cc2ccccc2)Cc2cccs2)c(C)c1	-10.7	-1.0	-9.2	0.2	-11.3	-32.3	13.5	-2.5	-5.7
NC1=NC(c2ccccc2C(F)(F)F)N(c2ccc(F)c(Cl)c2)C(N)=N1 (stereo unspecified)	-3.6	-0.2	17.6	2.7	7.1	2.0	-26.8	0.2	-7.2
CC1CC(C)CN(C(=O)COC(=O)c2cc([N+](=O)[O-])ccc2N2CCOCC2)C1 (stereo unspecified)	15.2	-1.7	.	0.1	-19.1	-12.0	-13.8	0.4	-9.4
CCOC(=O)c1cc(-c2cccs2)[nH]n1	-15.4	1.7	1.0	1.2	23.4	-6.9	-25.1	-1.4	-2.1
C=CCOc1c(Cl)cc(CNc2nccs2)cc1OC	-11.8	-1.0	-5.1	0.7	13.4	-13.4	-7.6	-2.0	-1.1
